# FBW7 act: activators of human E3 ligase FBW7 | AlphaScreen FBW7–phospho-cyclin E peptide binding, activator screen | normalized activity (activation), % at 26.1 µM | 0.13% of 650,000 active | AID 1259310; in the data active = normalized activity above about 1.9%;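 also: purified mutant Fbw7 with reduced substrate affinity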
# GPR151 ag: activates the human receptor GPR151; 1% of 650,000 active; activation, % at 11.2 µM; PathHunter beta-arrestin GPR151 cells, luminescence; Q8TDV0; in the data active = activation above about 4.9%;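 also: 0% = median of compound wells and 100% = cells with positive control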
# Target sequence (Q8TDV0 whole entry, looked up): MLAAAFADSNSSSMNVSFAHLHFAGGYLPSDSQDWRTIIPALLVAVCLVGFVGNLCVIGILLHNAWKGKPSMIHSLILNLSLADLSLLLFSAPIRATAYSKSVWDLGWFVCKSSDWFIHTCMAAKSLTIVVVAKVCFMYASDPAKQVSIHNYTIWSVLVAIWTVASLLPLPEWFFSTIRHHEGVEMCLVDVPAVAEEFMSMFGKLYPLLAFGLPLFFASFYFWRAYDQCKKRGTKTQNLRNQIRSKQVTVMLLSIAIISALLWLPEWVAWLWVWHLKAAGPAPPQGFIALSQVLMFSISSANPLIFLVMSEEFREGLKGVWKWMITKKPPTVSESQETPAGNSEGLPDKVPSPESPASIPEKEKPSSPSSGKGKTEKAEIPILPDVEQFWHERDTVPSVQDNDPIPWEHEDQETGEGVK
# TEAD-YAP inh: TEAD-YAP interaction inhibition. HEK-TIYL cells, TEAD-Gal4/YAP UAS-luciferase luminescence. inhibition, % at 9.12 µM. 1.4% of 640,000 active. AID 1259422; in the data active = inhibition above about 32%;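 also: 0% = median of test compound wells and 100% = reference inhibitor wells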
# MITF primary: human MITF inhibition, primary screen; AlphaScreen MITF homodimerization, bead proximity signal; inhibition, % at 2.6 µM; 0.91% of 650,000 active; AID 1259374; in the data active = inhibition above about 50%;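 also: 0% = vehicle wells with protein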
# Target sequence (O75030 whole entry, looked up): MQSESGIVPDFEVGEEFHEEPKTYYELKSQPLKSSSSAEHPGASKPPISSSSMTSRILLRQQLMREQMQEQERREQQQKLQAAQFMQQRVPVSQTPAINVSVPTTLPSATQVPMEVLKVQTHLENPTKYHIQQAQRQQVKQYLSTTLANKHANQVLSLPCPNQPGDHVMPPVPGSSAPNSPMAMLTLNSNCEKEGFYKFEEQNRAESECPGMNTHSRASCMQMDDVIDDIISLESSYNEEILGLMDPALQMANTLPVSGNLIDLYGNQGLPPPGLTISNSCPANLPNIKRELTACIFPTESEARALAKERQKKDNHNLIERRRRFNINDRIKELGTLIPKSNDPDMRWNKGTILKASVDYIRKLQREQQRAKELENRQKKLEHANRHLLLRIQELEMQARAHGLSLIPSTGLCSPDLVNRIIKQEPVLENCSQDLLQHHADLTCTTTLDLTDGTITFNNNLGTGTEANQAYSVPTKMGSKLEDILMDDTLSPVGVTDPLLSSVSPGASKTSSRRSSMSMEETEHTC
# Starred values were filed as active, the others as inactive; & = joins results of further samples; ! = a repeat was not active.
Structure	FBW7 act	TEAD-YAP inh	MITF primary	GPR151 ag
COc1ccc(-c2nnn(CC(=O)Nc3ccc(C(C)C)cc3)n2)cc1OC	0.1	-3	-15	0.5
O=C1OC(Nc2ccc(F)c(Cl)c2)c2ccccc21 (stereo not given)	-0.1	8	5	-1.0
N#C/C(=C\c1ccccc1[N+](=O)[O-])C(=O)c1ccccc1	0.1	-1	14	1.4
Cn1c(CSc2ncn[nH]2)nc2ccccc21	-0.1	-9	-8	0.9
CC(C(=O)Nc1ccc(C(=O)N(C)C)cc1)c1ccccc1 (stereo not given)	0.3	-7	-3	-0.8
Cc1cc(C)c(NC(=O)c2cccc([N+](=O)[O-])c2C(=O)O)c(C)c1	0.2	13	-2	-0.3
CCOc1ccc(N(C(C)C(=O)Nc2ccc(Cl)cc2)S(C)(=O)=O)cc1 (stereo not given)	0.3	-2	16	1.7
COc1cccc(OC)c1C(=O)Nc1cccc(-c2nc3ncccc3o2)c1C	0.2	17	2	0.2
COc1ccc2[nH]c(CN3CCN(C(C)C)C(CCO)C3)c(C)c2c1 (stereo not given)	0.0	-7	6	3.9
COCCCNc1nc2nonc2nc1N1CCCC(CN2CCOCC2)C1 (stereo not given)	0.0	-5	-8	0.7
CCCNC(=O)COc1ncnc2ccccc12	0.0	8	-3	1.4
O=C1CCCN1CCCNc1nc(NCCOc2ccccc2)c2ncn(-c3ccccc3)c2n1	-0.1	-9	8	-1.2
S=c1[nH]ncn1NCc1cc(Cl)ccc1OCc1ccccc1	0.9	-29	20	-0.6
O=C(O)CC1(CC(=O)NCc2cccnc2)CCCCC1	0.1	6	1	-0.3
O=C(Nc1cccnc1)c1ccc(-c2cccc([N+](=O)[O-])c2)o1	0.4	-76	17	-0.6
O=c1c(-c2ccc(Cl)cc2)[n+]([O-])c2ccccc2n1OCc1ccccn1	-0.1	-1	18	-0.8
CC(=N/NC1=NC(C)(C)Cc2ccccc21)/C(C)=N/NC1=NC(C)(C)Cc2ccccc21	-0.1	2	-4	1.1
CC1=NNC(=O)C(CC(=O)Nc2ccc(F)cc2)C1 (stereo not given)	0.1	-1	2	-0.5
Cc1ccnc2nc(C(=O)OCCOc3ccc(Cl)cc3)nn12	-0.1	-8	0	-0.4
Cc1cc(NC(=O)COC(=O)c2n[nH]c3ccccc23)no1	-0.1	1	-4	0.1
COc1ccc(OC)c(CC(=O)N2CCc3c(nc(N4CCCC4)[nH]c3=O)C2)c1	0.1	-1	-6	-1.3
C=CCOc1ccc2ccccc2c1CNC(C)(C)CO	0.1	9	11	1.0
c1ccc(NC2=NCCC2)cc1	-0.1	8	-1	7.1*
N#CC1=C(N)Oc2cc(O)ccc2C1c1ccccc1C(F)(F)F (stereo not given)	-0.2	7	-1	0.0
COc1ccc(N2C(=O)c3ccc(C(=O)Nc4ccccc4-c4ccccc4)cc3C2=O)cc1	0.1	3	8	-2.5
Cc1cccc(S(=O)(=O)N2CC(C)OC(C)C2)c1 (stereo not given)	-0.3	4	4	1.2
Oc1ccccc1C1CC(c2cccs2)=NC(c2cccc(Br)c2)N1 (stereo not given)	0.5	-21	8	1.1
CCOC(=O)c1ccc(NCc2cc(C)ccc2O)cc1	-0.2	-11	7	0.2
N=C1/C(=C\c2ccco2)C(=O)N=C2SC=NN12	0.9	-1	41	-0.9
O=C(CC1Nc2ccccc2NC1=O)NCc1ccc(F)cc1 (stereo not given)	-0.1	-2	-2	1.5

# More entries.
Structure	FBW7 act	TEAD-YAP inh	MITF primary	GPR151 ag
Cc1ccc(C)c(CN2CCCN(C(=O)Cc3noc4ccccc34)C2)c1	0.1	4	7	-2.1
Cc1c(-c2nc3cnccn3c2NCc2cccs2)cnn1C	0.1	1	13	0.5
C=C1N(Cc2cccnc2)C(=O)OC1(C)CCC=C(C)C (stereo not given)	-0.1	-6	-5	-0.6
CCCC(=O)N(c1ccc2oc(C)c(C(C)=O)c2c1)S(=O)(=O)c1ccccc1	1.0	4	-3	-1.2
CCOc1ccc(NC(=O)CC2C(=O)N(c3ccc(F)cc3)C(=O)N2CCC(C)C)cc1 (stereo not given)	0.3	-7	13	0.6
Cc1cc(F)ccc1NC(=O)CN(C)S(=O)(=O)c1cc2c(cc1Cl)NC(=O)CO2	0.1	-4	6	0.3
CCOc1ccc(NC(=O)CC2C(=O)N(c3ccc(OC)cc3)C(=S)N2CCCN2CCCCC2)cc1 (stereo not given)	0.0	0	4	-0.6
C=CCOc1ccc(/C=C2\NC(=S)NC2=O)cc1OC	-0.1	4	7	1.1
COc1c(Cl)cc(Cl)cc1/C=C(\C#N)c1nc2ccccc2[nH]1	0.0	0	7	1.6
O=C(CN(C(=O)CCC(=O)Nc1nccs1)C1CCCCC1)NCCc1ccccc1	0.1	8	-2	0.0
O=C1OC(c2ccccc2)=N/C1=C/c1ccc(OC(=O)c2ccccc2Br)cc1	0.1	9	7	1.4
COc1ccc(N2CCN(CCCNC(=O)c3oc(=O)c4ccccc4c3-c3ccc(C)cc3)CC2)cc1	-0.2	-3	11	-0.3
CSc1ccccc1C(=O)Nc1sccc1C(N)=O	0.1	-5	14	-1.2
COC(=O)c1ccc(C)c(NS(=O)(=O)c2ccc(C)c([N+](=O)[O-])c2)c1	0.1	11	10	-0.3
C/C(=N\NP1(=O)C=C(c2ccccc2)OC(c2ccccc2)=C1)c1ccccn1	0.0	2	-5	0.2
CC1CCCC(NC(=O)C2N(Cc3cccnc3)C(=O)C3C(C(=O)Nc4ccc(Cl)cc4)C4C=CC32O4)C1C (stereo not given)	0.0	5	2	0.1
COc1ccc(N2CCN(S(=O)(=O)c3ccc(F)c(C(=O)Nc4ccc(C)c(F)c4)c3)CC2)cc1	0.4	-8	8	-0.6
N#C/C(=C\c1ccc(-c2ccc(F)cc2)o1)c1nn(-c2ccccc2)c(N)c1C#N	0.1	-13	3	0.1
Cc1ncn(-c2ccc(Nc3nccc(-c4ccc(N5CCCC(O)C5)c(C#N)c4)n3)cc2)n1 (stereo not given)	-0.1	35*	-6	1.8
NC(=S)NNc1cccc2cccnc12	-0.5&-1.4	2&1	74*!	0.4&0.6
Cc1cc(C)n(-c2cccc(C(=O)NCC3Cc4cccc(-c5cccnc5)c4O3)c2)n1 (stereo not given)	-0.1	12	7	0.2
O=C(Nc1sc2c(c1-c1nc3ccccc3s1)CCCC2)c1ccc(S(=O)(=O)N2CCOCC2)cc1	-0.2	4	-2	0.0
CCCOc1ccc(/C=N/Nc2ccc(Cl)nn2)c(O)c1	-0.2	-5	3	-1.9
COc1ccc(/C(C)=N/NC(=O)Cn2ccc(C(F)(F)F)n2)c(O)c1	-0.1	2	-9	-0.3
COC(=O)[C@@H](NC(=O)CCC1(Cc2ccc(OC)cc2F)CCC(=O)N1)C(C)C (stereo not given in full)	0.2	-3	8	-0.2
c1ccc(COC2CCN(Cc3ccc4c(c3)CN(C3CCSC3)CCO4)CC2)cc1 (stereo not given)	-0.1	4	-2	0.4
CCOc1cc(Br)c(/C=N/N=C(\N)c2nonc2N)cc1OCC	-0.1	-70	-22	1.7
CCOc1cc(/C=C2/C(=N)N3N=C(C(C)C)SC3=NC2=O)ccc1OCCOc1ccc(C(C)CC)cc1 (stereo not given)	0.1	14	30	-1.4
CC(=O)Nc1ccccc1C(=O)NCc1ccco1	0.0	3	12	0.2
CC1CN(Cc2nc3ccccc3[nH]2)Cc2ccccc2O1 (stereo not given)	0.0	3	13	-0.3

# Carrying on:
Structure	FBW7 act	TEAD-YAP inh	MITF primary	GPR151 ag
CSc1nnc(NC(=O)c2cc(Cl)ccc2[N+](=O)[O-])s1	-0.1	-31	1	-2.6
Cc1ccc(N2C(=O)NC(=O)/C(=C/C=C/c3ccco3)C2=O)cc1Cl	-0.4	-7	12	-0.3
CC1=C(C(=O)Nc2ccccc2)C(c2ccc3c(c2)OCO3)C2=C(CC(C)(C)CC2=O)N1 (stereo not given)	-0.1	-13	-1	0.0
O=C(CCCN1C(=O)c2ccccc2C1=O)N(Cc1ccccc1)Cc1ccccc1	0.3	8	13	-0.5
Cc1cc(Cl)ccc1OC(C)C(=O)Nc1cccc(C(=O)O)c1 (stereo not given)	0.2	-28	16	0.1
COC(=O)c1ccc(NC(=O)/C(=C/c2cccc([N+](=O)[O-])c2)NC(=O)c2cccs2)cc1	0.7	-8	-8	-1.9
COc1ccccc1OCC(=O)NCCS(=O)(=O)N1CCN(c2cccc(C)c2)CC1	-0.2	8	-9	-0.1
Cc1c(C)n2c(SCC(=O)N3CCN(c4ccccc4)CC3)nnc2[nH]c1=O	-0.1	-2	-8	-2.4
O=C(NC1CCN(S(=O)(=O)c2cccc(Cl)c2)CC1)c1ccco1	0.0	-11	20	-1.0
N#CC(c1ccc(Cl)cc1)c1c(Cl)cc(-n2ncc(=O)[nH]c2=O)cc1Cl (stereo not given)	0.1&0.8	27	-12&29	1.2&1.0
C=CCn1c2cc(C)sc2c2cnn(CC(=O)Nc3c(C)nn(C)c3C)c(=O)c21	-0.1	19	5	0.2
NN1C(=O)/C(=C/c2cc(O)ccc2Br)SC1=S	-0.1	-2	1	1.3
NNC(=O)/C(=C\c1ccc(Cl)cc1)NC(=O)c1ccccc1	-0.1	10	-4	-0.6
NC(=O)c1cc(NC(=O)CCNS(=O)(=O)c2ccc3c(c2)OCCO3)cc(C(N)=O)c1	0.1	1	3	-0.1
CC1(C)CC(=O)C2=C(C1)OC(N)=C(C#N)C2c1ccccc1 (stereo not given)	-0.1	-1	1	-0.3
c1ccc(OCCCn2nnc(-c3ccncc3)n2)cc1	-0.1	4	12	-1.1
CCc1nnc(NC(=O)c2cc(OC)c(OC)c(OC)c2)s1	-0.1	-3	16	-1.0
CCOc1ccc(C2C(C(=O)Nc3cccc(Cl)c3)c3ccccc3C(=O)N2CCN2CCOCC2)cc1 (stereo not given)	0.2	4	12	1.4
CC(C)N(CCNc1nc(N2CCCC2CO)nc2c1ncn2-c1ccsc1)C(C)C (stereo not given)	-0.4	23	-12	2.3
CCc1ccc(C2C(C#N)=C(N)N(c3ccccc3F)C3=C2C(=O)CCC3)s1 (stereo not given)	0.1	-4	-15	-1.8
CCOc1ccc(NC(=O)C2C3C=CC4(O3)C2C(=O)N(C(C)C)C4C(=O)NC2CCCCC2C)cc1 (stereo not given)	0.4	0	9	-0.2
Cc1ccc(C)c(NC(=O)Cc2cccs2)c1	0.1	8	15	-1.3
Cc1ccccc1OCC(=O)Nc1ncc(S(=O)(=O)c2ccc([N+](=O)[O-])cc2)s1	-0.1	2	-5	-1.3
COC(=O)c1c(S(=O)(=O)N2CCCC2)sc2c1CCN(C(=O)c1ccccc1)C2	0.1	-10	-4	-0.2
COc1ccc(C)cc1NC(=O)C(=O)NCC(C)C	0.3	3	-17	-1.7
O=C(Nc1ccc2oc(-c3ccccc3F)nc2c1)c1ccco1	0.0	-47	13	-0.4
COc1ccccc1/C=C(\C#N)C(=O)Nc1ccccc1	0.1	9	16	-1.0
O=C(Nc1cc2c(cc1C(=O)c1ccccc1Cl)OCCO2)c1ccc(Br)cc1	-0.1	-9	-2	-0.4
COc1ccc(-c2noc(CC(=O)NCc3ccccn3)n2)cc1	0.4	-4	7	0.3
CCOc1cc(/C=N/O)ccc1OCc1ccc(F)cc1	0.1	4	5	-2.0

# Fetched by structure from the entries so far:
Structure	FBW7 act	TEAD-YAP inh	MITF primary	GPR151 ag
CCc1nnc(NC(=O)c2cc(OC)c(OC)c(OC)c2)s1	-0.1	-3	16	-1.0
O=C(Nc1cc2c(cc1C(=O)c1ccccc1Cl)OCCO2)c1ccc(Br)cc1	-0.1	-9	-2	-0.4
CCOc1cc(/C=N/O)ccc1OCc1ccc(F)cc1	0.1	4	5	-2.0
Cc1ccc(N2C(=O)NC(=O)/C(=C/C=C/c3ccco3)C2=O)cc1Cl	-0.4	-7	12	-0.3

# (next part)
Structure	FBW7 act	TEAD-YAP inh	MITF primary	GPR151 ag
N#Cc1nc(-c2cccs2)oc1NCCCN1CCOCC1	-0.2	-5	-1	-0.1
COc1cc(C#CCN2CCCCC2)ccc1O	0.2	6	-4	-0.5
CCOC(=O)c1ccc(CN(Cc2ccc(Cl)cc2Cl)S(=O)(=O)c2cccc([N+](=O)[O-])c2)cc1	0.5	-2	9	0.4
Cc1cccc(Nc2nc3ccccc3n3c(C)nnc23)c1C	-0.4	1	-3	-1.1
CCOC(=O)C1=C(COC(=O)CNC(=O)C2CCCCC2)NC(=O)NC1c1cccs1 (stereo not given)	0.2	-7	-6	-0.5
Cc1nc(C)c2c(=O)cc(-c3ccccc3)[nH]c2n1	-0.1	52*	-2	-1.0
O=C(N/N=C/c1ccccc1)c1cccc(O)c1	-0.1	34*	13	-2.3
CNC(=S)Nc1ccc(-c2nnc3n2CCCCC3)cc1	0.0	7	-2	0.4
Nc1cc(N)nc(SCC(=O)NCc2ccco2)n1	0.1	16	-13	0.4

# Single records (already shown). Order of screens: FBW7 act, TEAD-YAP inh, MITF primary, GPR151 ag
# Cn1c(CSc2ncn[nH]2)nc2ccccc21 is entered as -0.1, -9, -8, 0.9
# O=C(O)CC1(CC(=O)NCc2cccnc2)CCCCC1 is entered as 0.1, 6, 1, -0.3
# CC1=NNC(=O)C(CC(=O)Nc2ccc(F)cc2)C1 (stereo not given) is entered as 0.1, -1, 2, -0.5
# CC1CN(Cc2nc3ccccc3[nH]2)Cc2ccccc2O1 (stereo not given) is entered as 0.0, 3, 13, -0.3
